Source: PubChem
KB-V1 MDR tox: kills drug-selected multidrug resistant KB-V1 cells | KB-V1 MDR cells viability, CellTiter-Glo, 72 h | Potency, µM (top dose mostly 46.1 µM), inactives show at the highest dose activity change, negative = cytotoxicity, usual class: cytotoxic | hit rate 3.4% among 400,000; further: potency means the concentration at half of the fitted maximal effect; on the % scale 0 is the no-effect control and ±100 the full control effect; nearly all actives have a fitted effect of over 60% in size
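Luminescent ATP read-out (CellTiter-Glo, 10 min) measures survival of drug-selected KB-V1 MDR cells after 72 h, 37 degrees C compound exposure. Medium: phenol-red-free DMEM, 10% FBS. Values from fitted concentration-response curves.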
GLP1R ag: GLP-1 receptor (human) agonism; HEK293 GLP-1R CRE-luciferase, luminescence, 4-6 h; cells express a hypersensitive GLP-1R form; Potency, µM (titrated, usually from 45.6 µM), without a hit: at the highest dose activation, usual class: activators; hit rate 0.007% among 380,000; further: potency means the concentration at half of the fitted maximal effect; % of control where 0% means no effect
Target sequence (P43220 whole entry, looked up): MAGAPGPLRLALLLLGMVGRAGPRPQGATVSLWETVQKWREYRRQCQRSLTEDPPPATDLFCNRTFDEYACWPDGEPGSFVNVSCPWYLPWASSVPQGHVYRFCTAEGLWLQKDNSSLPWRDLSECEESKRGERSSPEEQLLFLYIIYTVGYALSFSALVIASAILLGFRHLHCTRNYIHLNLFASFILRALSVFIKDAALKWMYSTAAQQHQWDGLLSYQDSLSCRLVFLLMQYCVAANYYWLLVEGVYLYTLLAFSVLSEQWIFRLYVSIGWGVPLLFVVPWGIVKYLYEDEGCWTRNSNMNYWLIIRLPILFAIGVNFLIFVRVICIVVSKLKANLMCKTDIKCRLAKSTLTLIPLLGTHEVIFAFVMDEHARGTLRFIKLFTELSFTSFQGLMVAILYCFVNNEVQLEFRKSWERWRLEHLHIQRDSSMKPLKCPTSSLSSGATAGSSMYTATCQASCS
GLP1R cytotox: cytotoxicity counter-screen for GLP-1 receptor inverse agonists | hit rate 0.13% among 410,000 | AID 624418 | Potency, µM (titrated, usually from 38.3 µM), for inactives: at the top dose activity change, negative = inhibition, usual class: inhibitors | HEK293 cAMP-luciferase reporter cells, luminescence, 24 h;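 further: loss of luciferase light is scored as toxicity; potency means the concentration at half of the fitted maximal effect; on the % scale 0 is the no-effect control and ±100 the full control effect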
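MLSMR compounds, 24 hr on cells at 37 deg C/5% CO2; luminescence after luciferase reagent (12 min RT). Inhibition counted as the undesired cytotoxic outcome.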
TDP-43 yeast inh: TDP-43 toxicity inhibition in yeast; Potency, µM (doses to about 46.1 µM), for inactives: at the top dose growth rescue (activation), usual class: activators; hit rate 1.8% among 410,000; TDP-43 expressing yeast growth rescue, BacTiter-Glo, 24 h; further: potency means the concentration at half of the fitted maximal effect; % of control where 0% means no effect; nearly all actives have a fitted effect of over 50% in size
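Galactose-induced TDP-43 yeast, OD600=0.02, compound pinned; 24 hr, 30 deg C; BacTiter-Glo luminescence for growth. Inhibitors of TDP-43 toxicity read as activators.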
GLP-1R inv ag: GLP-1 receptor (human) inverse agonism; P43220; HEK293 GLP-1R CRE-luciferase, luminescence, 24 h; GLP-1R form is constitutively active; Potency, µM (highest dose often 38.3 µM), for inactives: at the highest dose activity change, negative = inhibition, usual class: inhibitors; hit rate 1.6% among 410,000; AID 624417; further: potency means the concentration at half of the fitted maximal effect; on the % scale 0 is the no-effect control and ±100 the full control effect; nearly all actives have a fitted effect of over 55% in size
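HEK293 cells stably co-expressing constitutively active GLP-1R and a cAMP-responsive luciferase reporter were seeded in DMEM with 10% Nu serum, given compounds after 12 h, and incubated 24 h at 37 deg C. Luminescence was then read.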
PTHR1 agonist: activates the human parathyroid hormone receptor PTHR1; Q03431; HEK293 GP2 PTHR1 cells, GloSensor cAMP luminescence, 1 h; Potency, µM (top dose mostly 115 µM), for the others: at the top dose activation, actives largely listed as activators; hit rate 0.075% among 410,000; further: potency means the concentration at half of the fitted maximal effect; nearly all actives have a fitted effect of over 55% in size; some results filed as inactive show a strong effect at the top dose; inactives centre near -15; many of its hits are not listed in these tables
Target sequence (Q03431 whole entry, looked up): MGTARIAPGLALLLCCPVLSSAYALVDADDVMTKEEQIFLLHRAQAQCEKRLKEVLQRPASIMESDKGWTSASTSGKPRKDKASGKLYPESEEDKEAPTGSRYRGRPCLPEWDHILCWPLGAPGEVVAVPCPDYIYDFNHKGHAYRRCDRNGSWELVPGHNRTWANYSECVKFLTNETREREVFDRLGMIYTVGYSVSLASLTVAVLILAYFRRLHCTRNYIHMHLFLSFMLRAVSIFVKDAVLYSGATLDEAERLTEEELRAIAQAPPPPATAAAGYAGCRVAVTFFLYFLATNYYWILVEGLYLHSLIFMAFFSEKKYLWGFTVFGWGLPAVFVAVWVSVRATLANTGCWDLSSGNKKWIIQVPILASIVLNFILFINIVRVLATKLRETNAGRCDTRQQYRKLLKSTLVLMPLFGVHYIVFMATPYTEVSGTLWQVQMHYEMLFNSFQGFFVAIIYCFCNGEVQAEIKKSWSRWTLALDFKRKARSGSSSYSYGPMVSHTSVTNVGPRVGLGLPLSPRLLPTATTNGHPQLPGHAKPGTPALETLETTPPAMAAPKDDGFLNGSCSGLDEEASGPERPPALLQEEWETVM
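HEK-293-derived GP2 cells expressing PTHR1 and a GloSensor cAMP reporter, 3,000/well, plated overnight, given luciferin plus IBMX (each 0.5 mM as added) for 1 h at 37 °C, then compound for 1 h at 37 °C. Luminescence was read after 15 min at room temperature.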
D3 ag: D3 dopamine receptor (human) agonism. P35462. D3R DiscoveRx beta-arrestin cells, luminescence, 90 min. max activation, %. AID 652048. hit rate 0.58% among 410,000; in the data active means max activation above about 30%; further: 0% is about no effect; mostly tested at two doses, the higher about 12 µM
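Agonist-mode cell screen: cells plated at 1500/well and incubated overnight at 37 °C, then exposed to library compounds for 90 min at 37 °C. Detection reagent was added for 30–60 min at room temperature, and luminescence was read.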
aSyn rescue: inhibitors of alpha-synuclein toxicity in yeast | Potency, µM (series often up to 46.1 µM), inactives show at the top dose growth rescue (activation), actives largely listed as activators | hit rate 0.14% among 370,000 | Yeast expressing alpha-synuclein, growth rescue, BacTiter-Glo, 24 h; further: potency means the concentration at half of the fitted maximal effect; % of control where 0% means no effect; nearly all actives have a fitted effect of over 65% in size
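Galactose-induced alpha-syn yeast (OD600=0.02, raffinose-pregrown) + pinned cpd, 24 hr, 30 deg C; growth by BacTiter-Glo luminescence. Growth restoration scores as activation.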
D3 antag: antagonists of human D3 dopamine receptor; P35462; D3R cells, DiscoveRx beta-arrestin luminescence, antagonist mode; hits give low values; max response, negative = inhibition, %; hit rate 2.5% among 360,000; AID 652054; in the data active means max response below about -50%; inconclusive means no clear call, values can overlap the other calls; further: on the % scale 0 is the no-effect control and ±100 the full control effect; mostly tested at two doses, the higher about 12 µM
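Cells plated overnight at 1500 cells/well, then exposed to library compounds with dopamine controls for 90 minutes at 37 degrees C. DiscoveRx reagent added for 30–60 minutes at room temperature; luminescence read, quantitative HTS format.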
* hit, by the source's call; i = inactive; u = inconclusive; x = not tested or not shown; & = joins results of further samples; [ ] = dose if it differs, or a comment. Unless noted, the call rests on the fitted dose curve; in most records, active means well fitted curve in the direction sought with a large enough effect; inconclusive means small, poorly fitted or top-dose-only effect, or another doubt; inactive means no such curve, though single readings can be large; an effect the other way counts as inactive or inconclusive. These rows are one share of the data. The share of hits here may be higher or lower than overall.

SMILES	KB-V1 MDR tox	GLP1R ag	GLP1R cytotox	TDP-43 yeast inh	GLP-1R inv ag	PTHR1 agonist	D3 ag	aSyn rescue	D3 antag
O=C(Nc1cccnc1)C1Cc2c(-c3ccccc3Oc3ccccc3)ccnc2O1 (stereo not drawn)	-15%	3%	11%	28µM*	-16%	-61%[inhibitor]	13	6%	13
Cc1cccc(-c2csc(N)c2C(=O)OC(C)C)c1	10%	2%	1%	13µM*	-9%	i	1	8%	-8
CN(C)C(=O)Cn1c(=O)n(S(=O)(=O)c2ccccc2)c2ccccc21	0%	-2%	-6%	-8%	21%	-56%[inhibitor]	4	-2%	0
CCOc1ccccc1NC(=O)Cn1c(=O)n(Cc2ccco2)c(=O)c2ccc(C(=O)NC3CCCC3)cc21	3%	-1%	15%	2%	7%	-4%	1	0%	x
Cc1nc2ccccc2n1/N=C/c1ccc([N+](=O)[O-])s1	12µM*	5%	-8%	u	3%	-8%	2	11%	0
Cc1ccc(C(=O)Nc2ccc(F)cc2)cc1S(=O)(=O)N1CCCCCC1	-12%	x	-19%	9%	u	-42%[inhibitor]	-14	x	x
c1ccc(CNc2nc(NCCc3ccncc3)c3sccc3n2)cc1	u	3%	-12%	13%	u	-18%	-1	-1%	17
C[C@H](CO)N1C[C@H](C)[C@@H](CN(C)C(=O)NC2CCCCC2)Oc2ccc(NS(=O)(=O)c3ccc(F)cc3)cc2C1=O	-6%	8%	-14%	19%	1%	-18%	15	1%	0
COc1cc(CNCCSc2nnnn2C)cc(Br)c1OCc1ccccc1F	12%	9%	8%	0%	u	i	-12	0%	-24
Cc1ccccc1Cn1cccc1/C=C1/C(=N)N2C=CSC2=NC1=O	-20%	-34%[inhibitor]	106%[activator]	-5%	u	-20%[57.5 µM]	4	5%	u
COc1cc2ccc(C(C)=NOC(C)=O)cc2cc1OC	2.1µM*	26%	-5%	28%	68%[activator]	i	3	0%	10
Cc1nc(P(=O)(c2ccccc2)c2ccccc2)c(N2CCOCC2)o1	-3%	6%	-6%	2%	-18%	-11%	0	-9%	-1
Cc1ccccc1OCC(O)CNC1CCCC1 (stereo not drawn)	-1%	-6%	-2%	7%	-18%	u	-9	1%	-2
O=C(c1cccs1)N1CCCc2cc(NS(=O)(=O)c3ccc(F)cc3)ccc21	1%	x	0%	15%[9.22 µM]	u	i	0	x	x
Cc1ccc(C(=O)NCCCN2CCOCC2)cc1S(=O)(=O)N1CCCCC1	3%	-4%	1%	0%	u	-4%	-3	1%	19
NC(=O)c1nn(CC(=O)Nc2ccc3c(c2)OCO3)cc1[N+](=O)[O-]	9%	1%	0%	-12%[9.22 µM]	9%	i	-2	1%	-10
N#Cc1c(N)nc2c(c1-c1ccncc1)CCCC2	u	11%	-11%	0%	0%	-6%[57.5 µM]	0	6%	13
Cc1ccc(CNC(=O)c2c[nH]c3ccc(S(=O)(=O)N4CCOCC4)cc3c2=O)cc1	u	-2%	-3%	9%	-12%	i	-10	x	x
COc1cc(-c2nc3ccccn3c2Nc2ccccc2C)ccc1O	-13%	x	-15%	11%	-26%	-4%	6	x	x
CCOc1cc(C(c2c(C)[nH][nH]c2=O)c2c(C)[nH][nH]c2=O)ccc1OS(=O)(=O)c1ccc(C)cc1	6%	-8%	-12%	-9%	0%	i	-25	2%	u
CCc1nc2c(OCC(N)=O)cccn2c1N(C)C(=O)c1ccc(OC)cc1	0%	-1%	6%	-17%	21%	u	-6	0%	0
COC(=O)NNC(=O)C12CC3CC(CC(C3)C1)C2	-7%	-2%	-8%	0%	8%	i	3	2%	-1
CCC(=O)NNC(=O)c1c(O)c2ccccc2[nH]c1=O	0%	0%	-3%	-30%	-13%	-4%	4	5%	3
COc1c(F)c(F)c(C(=O)O)c(Nc2ccccc2C)c1F	-13%	-2%	7%	-22%	2%	i	-23	-1%	-5
CCOC(=O)c1ccc(NC(=O)CSc2nnc(CNc3ccc(OC)cc3)n2C)cc1	18%	5%	7%	-6%	0%	i	2	6%	-22
O=[N+]([O-])c1ccc(SCCc2ccncc2)cc1	-6%&-27%	3%&5%	1%&-22%	u	16%&5%	-23%	4&2	-10%&-15%	-25&5
CC(=O)N1c2ccccc2CCc2ccc(N)cc21	-4%	7%	11%	3%	-3%	-12%	-5	-3%	-18
Cc1ccc(S(=O)(=O)N2CC(=O)Nc3ccccc32)cc1C	11%	1%	6%	-9%	1%	-16%[57.5 µM]	9	6%	5
Cc1cc(C)nc(N2CCCC(C(=O)NCc3cccc(C(F)(F)F)c3)C2)n1 (stereo not drawn)	-2%	3%	11%	-16%	23%	0%	-2	0%	-9
Cc1ccc(Cn2ccnc2SCC(=O)NCc2ccccc2Cl)cc1	x	x	2%	11µM*	u	-8%	-8	x	x
COc1ccc(NC(C)=O)cc1NC(=O)CN1CCN(CC(=O)Nc2ccc(Cl)cc2)CC1	u	16%	-1%	18%	-13%	-7%	0	-3%	-9
CC(=O)c1ccc(Oc2nc3c(c(=O)n(C)c(=O)n3C)n2C)cc1	18%	-12%	11%	5%	-10%	i	1	2%	0
C=CCNC(=O)c1ccc(Sc2ccc(C)cc2)c([N+](=O)[O-])c1	-25%	0%	17%	-2%	-4%	i	-11	-4%	-24
Cc1c(Cl)cccc1N1C(=O)CC(NNC(=O)c2cccnc2)C1=O (stereo not drawn)	0%	0%	-2%	-19%	9%	i	1	-1%	7
C/C(=N/NC(=O)CSc1ccccn1)c1ccc([N+](=O)[O-])cc1	-3%	0%	-3%	22%	0%	-25%	1	-8%	-1
COc1ccc(N2C(=O)NC3CC2(C)Oc2ccccc23)cc1 (stereo not drawn)	5%	-1%	-4%	13%	-24%	i	8	6%	8
COC(=O)c1ccc(/C=N/n2c(C)nc3ccccc3c2=O)cc1	-2%	-2%	1%	1%	14%	-1%	-2	-3%	9
O=C(c1cc(-c2ccc(Br)cc2)on1)N1CCCC1	15%	22%	-7%	-9%	12%	-23%	0	1%	10
COc1ccc(-c2c(C#N)c(N)nc(Sc3ccc(Cl)cc3)c2C#N)cc1	3%	0%	1%	-4%	12%	i	-12	1%	-9
O=C(OCc1ccccc1)N1CCC2CC1c1c(Cl)cccc12 (stereo not drawn)	0%	7%	-10%	20%	u	-88%[inhibitor]	-2	-19%	22
COc1ccc(-c2csc(C3=C(O)CN(Cc4ccc(S(N)(=O)=O)cc4)C3=N)n2)cc1OC	u	-1%	-8%	7%	5%	i	-3	-4%	0
CCn1nc(C)c(CN2CCc3c([nH]c4ccccc34)C2c2ccc(F)c(OC)c2)c1C (stereo not drawn)	u	15%	-3%	-8%	u	-16%	-9	-4%	-19
Cc1nc(N2CCCC2)ncc1C(=O)Nc1ccccc1	0%	x	9%	16%	6%	-15%	3	x	x
Cc1ccc(SCCNS(=O)(=O)c2ccc(F)cc2)cc1	11%	6%	3%	u	4%	-17%	-4	17%	4
CC(=O)Nc1ccc(S(=O)(=O)NCC(=O)OCC(=O)NCc2ccc3c(c2)OCO3)cc1	-5%	6%	5%	-17%	-2%	i	2	2%	-2
CCOC(=O)c1cn(-c2ccccc2)nc1-c1ccncc1	18µM*	u	29%	14%	0%	i	-4	13%	-20
CC1(c2nnc(-c3ccncc3)o2)CC(c2ccc([N+](=O)[O-])cc2)=NO1 (stereo not drawn)	-9%	1%	21%	7%	2%	-23%	0	0%	-16
COc1ccc(Cc2nnc(SCC(=O)N3CCc4ccccc4C3)o2)cc1	-3%	11%	-17%	19%	-18%	-1%[57.5 µM]	-8	-1%	u

Whole records, quoted from the list:
`CCOC(=O)c1cn(-c2ccccc2)nc1-c1ccncc1` reads KB-V1 MDR tox: 18µM*; GLP1R ag: u; GLP1R cytotox: 29%; TDP-43 yeast inh: 14%; GLP-1R inv ag: 0%; PTHR1 agonist: i; D3 ag: -4; aSyn rescue: 13%; D3 antag: -20
`O=C(c1cc(-c2ccc(Br)cc2)on1)N1CCCC1` reads KB-V1 MDR tox: 15%; GLP1R ag: 22%; GLP1R cytotox: -7%; TDP-43 yeast inh: -9%; GLP-1R inv ag: 12%; PTHR1 agonist: -23%; D3 ag: 0; aSyn rescue: 1%; D3 antag: 10

Additional results
SMILES	KB-V1 MDR tox	GLP1R ag	GLP1R cytotox	TDP-43 yeast inh	GLP-1R inv ag	PTHR1 agonist	D3 ag	aSyn rescue	D3 antag
COc1ccc2c(C)cc(N3CCOCC3)nc2c1	0%	6%	-11%	-1%	10%	-14%[57.5 µM]	-4	-9%	-15
CC(C)CNC(=O)NC(=O)COC(=O)c1ccccc1Sc1ccc(C(F)(F)F)cc1[N+](=O)[O-]	u	-3%	-11%	9%	7%	i	3	-5%	12
Cc1[nH]c(=O)c(C#N)c2c1CCCC2	0%	2%	2%	-6%	11%	-1%[57.5 µM]	-1	0%	-3
Cc1cccc(C(=O)Nc2c(-c3ccccc3)nc3cc(C)ccn23)c1	19%	1%	-3%	14%	-18%	-23%	-4	x	x
COc1ccc(CC(=O)N(C)CC(=O)Nc2cccc(F)c2)cc1S(=O)(=O)N1CCOCC1	-3%	0%	-9%	-11%	-10%	-9%	-3	-1%	-18
CCCn1c(NC(=O)CSCC(=O)Nc2cc(C)on2)nc2ccccc21	-22%	-2%	4%	11%	8%	i	0	0%	-16
Cc1ccc(OCC(=O)NCCCNC(=O)c2cccnc2)cc1C	-8%	5%	6%	-30%[inhibitor]	6%	-15%	-11	-2%	-16
C#CCOC(=O)c1ccccc1C(=O)n1nnc2ccccc21	-3%	-18%	-8%	u	0%	-16%[57.5 µM]	1	14%	-16
Cc1[nH]n(-c2ccc(F)cc2)c(=O)c1C=Nc1ccc(S(=O)(=O)N(C)C)cc1	-16%	-11%	-3%	0%	0%	i	7	1%	29
Cc1cc(C(=O)Nc2cc(Br)ccc2O)on1	-12%	-5%	0%	-11%	55%[activator]	i	11	-3%	-15
NNC(=O)C(Cc1ccccc1)NC(=O)OCc1ccccc1 (stereo not drawn)	-1%	7%	-19%	-6%	-12%	i	8	8%	7
